BLM helicase inh = blocks DNA unwinding by human BLM helicase; Potency, µM (highest dose often 56.1 µM), inactives show at the top dose activity change, negative = inhibition, usual class: inhibitors; 350,000 compounds, 0.2% hits; recombinant BLM DNA unwinding, fluorescence dequenching; AID 2528;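 note: potency is the fitted concentration of half-maximal effect; plate controls were vehicle for no effect and no enzyme for full effect; nearly all actives have a fitted effect of over 35% in size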
Target sequence (P54132 whole entry, looked up): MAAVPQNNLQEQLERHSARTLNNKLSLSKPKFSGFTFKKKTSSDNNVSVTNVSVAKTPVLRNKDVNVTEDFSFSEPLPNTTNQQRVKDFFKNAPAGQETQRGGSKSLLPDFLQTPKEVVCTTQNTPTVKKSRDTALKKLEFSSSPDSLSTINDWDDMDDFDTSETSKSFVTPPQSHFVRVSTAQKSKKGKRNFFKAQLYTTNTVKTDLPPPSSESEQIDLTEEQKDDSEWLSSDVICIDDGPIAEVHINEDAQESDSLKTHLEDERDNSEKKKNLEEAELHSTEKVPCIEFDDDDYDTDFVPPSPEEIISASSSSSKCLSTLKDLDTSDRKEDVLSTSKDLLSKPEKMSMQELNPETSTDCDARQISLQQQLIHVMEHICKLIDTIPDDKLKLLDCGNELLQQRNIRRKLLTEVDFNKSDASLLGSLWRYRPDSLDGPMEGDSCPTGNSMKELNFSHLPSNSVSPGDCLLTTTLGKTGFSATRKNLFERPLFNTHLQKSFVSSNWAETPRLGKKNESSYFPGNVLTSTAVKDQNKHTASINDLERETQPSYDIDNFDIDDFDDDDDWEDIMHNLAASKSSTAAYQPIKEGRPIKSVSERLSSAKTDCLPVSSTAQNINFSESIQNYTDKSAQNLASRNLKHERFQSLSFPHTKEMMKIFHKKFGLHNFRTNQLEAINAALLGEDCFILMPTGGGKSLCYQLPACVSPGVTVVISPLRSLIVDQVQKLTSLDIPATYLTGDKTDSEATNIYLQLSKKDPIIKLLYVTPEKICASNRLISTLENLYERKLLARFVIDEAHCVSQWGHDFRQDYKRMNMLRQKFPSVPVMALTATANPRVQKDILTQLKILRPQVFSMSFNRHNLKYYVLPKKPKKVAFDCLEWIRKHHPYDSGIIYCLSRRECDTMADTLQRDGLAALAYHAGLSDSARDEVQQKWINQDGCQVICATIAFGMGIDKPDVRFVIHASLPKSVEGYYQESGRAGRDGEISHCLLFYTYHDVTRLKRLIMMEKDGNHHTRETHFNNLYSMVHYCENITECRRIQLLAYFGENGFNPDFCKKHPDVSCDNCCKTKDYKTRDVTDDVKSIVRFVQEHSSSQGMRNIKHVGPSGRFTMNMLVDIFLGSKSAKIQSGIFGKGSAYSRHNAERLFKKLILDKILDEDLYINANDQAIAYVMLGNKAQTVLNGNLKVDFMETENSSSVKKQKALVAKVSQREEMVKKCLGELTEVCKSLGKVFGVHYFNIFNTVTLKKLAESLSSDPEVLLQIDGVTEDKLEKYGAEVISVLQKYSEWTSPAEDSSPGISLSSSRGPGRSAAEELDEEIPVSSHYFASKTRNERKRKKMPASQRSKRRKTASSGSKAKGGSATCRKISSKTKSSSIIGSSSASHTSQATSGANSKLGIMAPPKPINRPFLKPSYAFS
Apoferritin bind = binds horse apoferritin like a general anesthetic; P02791; apoferritin/1-aminoanthracene competitive binding, fluorescence; Potency, µM (top dose mostly 77.5 µM), inactives show at the top dose activity change, negative = displacement, usual class: inhibitors; 350,000 compounds, 0.074% hits; note: potency is the fitted concentration of half-maximal effect; % is set by controls: 0 for no effect and ±100 for the full control effect; nearly all actives have a fitted effect of over 20% in size
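In PBS, apoferritin at 10 uM is loaded with 1-AMA from a 50% saturated solution. After 10 min of compound exposure at ambient temperature, reduced 535 nm fluorescence indicates probe displacement.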
TRHR ag = agonists of human TRH receptor; P34981; 360,000 compounds, 0.18% hits; TRHR cells, calcium flux fluo-8, FDSS agonist mode; activation, % at 2 µM; in the data active = activation above about 30%; note: 0% is about no effect
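TRHR-expressing cells, plated overnight in medium with 10% serum, were loaded with fluo-8 calcium dye at room temperature. After a 10 s baseline, library compound was pin-added and calcium release was recorded kinetically (ex 480/em 530) as agonist response.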
ERG-DNA inh = inhibitors of human ERG Ets domain-DNA interaction; P11308; fluorescence polarization, His-ERG Ets domain / labelled DNA; Potency, µM (series often up to 76.9 µM), without a hit: at the highest dose FP activity, negative = inhibition, hits mostly inhibitors; 370,000 compounds, 0.028% hits; AID 624246; active = well fitted inhibition curve with a large enough effect in the polarisation, with a control signal flat; inconclusive = small, poorly fitted or top-dose-only effect, or effect the other way, or a change in a side signal; inactive = no such curve, though single readings can be large or run the other way; the % refers to the polarisation;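 note: polarization taken with two DNA probes labelled with fluorescein and Texas red; potency is the fitted concentration of half-maximal effect; % of control where 0% means no effect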
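His-tagged ERG Ets domain (1 uM in the protein solution; 300mM KCl, 50mM Tris-HCl, 1mM EDTA, 1mM DTT, pH 7.5) received compound, then a probe mix of 5 nM fluorescein-DNA and 100nM Texas-615-DNA. Fluorescence polarization was read for both dyes.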
12-LOX inh = blocks human arachidonate 12S-lipoxygenase. P18054. purified 12hLO, xylenol orange hydroperoxide absorbance. Potency, µM (series often up to 108 µM), for the others: at the top dose activity change, negative = inhibition, usual class: inhibitors. 580,000 compounds, 1.1% hits; note: potency is the fitted concentration of half-maximal effect; % is set by controls: 0 for no effect and ±100 for the full control effect
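Hydroperoxide product was detected by ferrous iron/xylenol orange as the 573 to 405 nm absorbance ratio. Arachidonic acid at 40 uM (final) was turned over for 30 min at room temperature by 150 nM human 12hLO, pH 7.0 Hepes buffer, after 15 min compound preincubation.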
Pol iota inh = DNA polymerase iota (human) inhibition; Potency, µM (doses to about 115 µM), inactives show at the highest dose activity, negative = inhibition, usual class: inhibitors; Q9UNA4; Pol iota fluorescent replication assay, 10 min; 390,000 compounds, 1% hits; AID 588590; note: potency is the fitted concentration of half-maximal effect
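Fluorescent replication assay read twice, at 0 min and 10 min after adding 50 nM (final) substrate. Enzyme (10 nM) and compounds were first incubated 15 min at room temperature; enzyme-free buffer wells were negative controls.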
POLK inh = blocks human DNA polymerase kappa activity | AID 588579 | Q9UBT6 | 400,000 compounds, 0.53% hits | Potency, µM (highest dose often 107 µM), without a hit: at the highest dose activity, negative = inhibition, hits mostly inhibitors | purified Pol kappa, fluorescent DNA synthesis assay, 10 min; note: potency is the fitted concentration of half-maximal effect; % is set by controls: 0 for no effect and ±100 for the full control effect
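First, compounds were pin-transferred onto 10 nM Pol kappa. After 15 min at room temperature, substrate was added to 50 nM final. Fluorescence was then measured kinetically at 0 and 10 min.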
POLB inh = inhibitors of human DNA polymerase beta; P06746; Pol beta primer extension/strand displacement, fluorescence kinetic; Potency, µM (series often up to 114 µM), for inactives: top-dose activity change, negative = inhibition, usual class: inhibitors; 340,000 compounds, 1.3% hits; AID 485314; note: potency is the fitted concentration of half-maximal effect; % is set by controls: 0 for no effect and ±100 for the full control effect
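Pol beta (10 nM) was preincubated with compound for 15 min at room temperature. The reaction was then started with 50 nM substrate and read immediately and after a further 10 min at room temperature.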
APEX1 inh = APE1 (human) endonuclease inhibition; P27695; recombinant APE1, TAMRA/BHQ-2 abasic DNA cleavage fluorescence; Potency, µM (highest dose often 65.8 µM), for inactives: at the highest dose activity change, negative = inhibition, actives largely listed as inhibitors; 350,000 compounds, 0.35% hits; AID 2517;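 note: potency is the fitted concentration of half-maximal effect; plate controls were vehicle for no effect and reference inhibitor for full effect; nearly all actives have a fitted effect of over 55% in size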
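Activity was derived from the fluorescence gain between first and third kinetic reads (60 s intervals, ex 525/em 598 nm) after 50 nM THF-abasic TAMRA/BHQ-2 duplex was added to 0.75 nM APE1 preincubated 15 min with compound.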
The depositor's hits bear a star; [ ] = dose if it differs, or a comment. Unless noted, calls come from the whole dose curve; as a rule, active = well fitted curve in the direction sought with a large enough effect; inconclusive = small, poorly fitted or top-dose-only effect, or another doubt; inactive = no such curve, though single readings can be large; an effect the other way counts as inactive or inconclusive.

`CCC1=Nc2cc(C(=O)NC(C)c3ccccc3)ccc2Sc2ccc(Cl)cc21` (stereo not drawn) gave BLM helicase inh -3%, Apoferritin bind -13%, TRHR ag 1.6, ERG-DNA inh 1%, 12-LOX inh inconclusive, Pol iota inh 10%, POLK inh 0% and POLB inh -22%.
Screening O=C(O)C1CCN(S(=O)(=O)c2ccc(N3CCOCC3)c([N+](=O)[O-])c2)CC1 returned BLM helicase inh 0%, Apoferritin bind -2%, TRHR ag 0.7, ERG-DNA inh -2%, 12-LOX inh 38%[activator], Pol iota inh -17%, POLK inh -9%, POLB inh -14% and APEX1 inh inconclusive.
CC(C)(CNC(=O)c1cccs1)CNC(=O)c1cccs1 was read as BLM helicase inh 1%, Apoferritin bind -9%, TRHR ag 1.0, ERG-DNA inh 1%, 12-LOX inh 1%, Pol iota inh -4%, POLK inh -11%, POLB inh 59% and APEX1 inh 0%.
`Cc1ccc2cccc(OCc3ccc(Br)cc3)c2n1` gave BLM helicase inh -2%, Apoferritin bind -20%, TRHR ag 0.4, ERG-DNA inh -7%, 12-LOX inh 0%, Pol iota inh 10%, POLK inh 6%, POLB inh -3% and APEX1 inh 0%.
For Cn1c(=O)c2c(nc(SCCN3CCOCC3)n2Cc2ccccc2)n(C)c1=O the results were BLM helicase inh 0%, Apoferritin bind 2%, TRHR ag 0.0, ERG-DNA inh -10%, 12-LOX inh 30%, Pol iota inh -5%, POLK inh -9%, POLB inh -25% and APEX1 inh -1%.
Screening CC12COC3(C(=O)Nc4cccnc4)CC1CCC32C (stereo not drawn) returned BLM helicase inh 0%, Apoferritin bind inconclusive, TRHR ag -0.2, ERG-DNA inh 11%, 12-LOX inh 0%, Pol iota inh 10%, POLK inh -2%, POLB inh 28% and APEX1 inh 1%.
For CCCCC(=O)OCc1cc(=O)n2nc(C3CC3)sc2n1 the results were BLM helicase inh -17%, Apoferritin bind 39%[activator], TRHR ag -0.5, ERG-DNA inh 2%, 12-LOX inh -12%, Pol iota inh 17%, POLK inh -2% and POLB inh 0%.
`CCOC(=O)C1(Cc2ccccc2C(F)(F)F)CCN(CC2CC2)CC1` gave BLM helicase inh -1%, Apoferritin bind -13%, TRHR ag 1.7, ERG-DNA inh -9%, 12-LOX inh 0%, Pol iota inh 2%, POLK inh 12%, POLB inh -1% and APEX1 inh 1%.
`CC(C)C(=O)N(Cc1cc2ccccc2[nH]c1=O)C(C)C` gave BLM helicase inh -2%, Apoferritin bind inconclusive, TRHR ag 0.1, ERG-DNA inh -8%, 12-LOX inh -22%, Pol iota inh -3%, POLK inh 7%, POLB inh 0% and APEX1 inh 7%.
Screening Cc1c(NC(N)=O)c(=O)n(-c2ccccc2)n1C returned BLM helicase inh -2%, Apoferritin bind -2%, TRHR ag 1.6, ERG-DNA inh -6%, 12-LOX inh -2%, Pol iota inh 21%, POLK inh -7%, POLB inh 7% and APEX1 inh 3%.
Cc1ccc(Cl)cc1N1CCN(C(=O)c2cn(C)c3ccc(S(=O)(=O)N(C)C4CCCCC4)cc3c2=O)CC1 was read as BLM helicase inh -2%, Apoferritin bind inconclusive, TRHR ag -1.2, ERG-DNA inh -3%, 12-LOX inh -12%, Pol iota inh -1%, POLK inh -2% and POLB inh 5%.
`COc1ccc(C(=O)NC(C(=O)NCCc2ccc3c(c2)OCCO3)C(C)C)cc1` (stereo not drawn) gave BLM helicase inh 0%, Apoferritin bind -18%, TRHR ag -0.2, ERG-DNA inh 0%, 12-LOX inh 0%, Pol iota inh 0%, POLK inh -16%, POLB inh 1% and APEX1 inh -1%.
CCc1ccccc1NC(=O)C1CCN(S(=O)(=O)c2cn(C)cn2)CC1 was read as BLM helicase inh -1%, Apoferritin bind 17%, TRHR ag 0.2, ERG-DNA inh 4%, 12-LOX inh -13%, Pol iota inh 5%, POLK inh -8%[60.1 µM] and POLB inh 1%.
`CC[C@@H](C)CN1C(=O)N[C@@H](CCc2ccccc2)C(C(C)=O)=C1C` gave BLM helicase inh -3%[12.4 µM], Apoferritin bind -3%, TRHR ag -0.7, ERG-DNA inh -4%, 12-LOX inh inconclusive, Pol iota inh 21%, POLK inh -21%, POLB inh 0% and APEX1 inh -2%[12.4 µM].
`COC(C/C=C/[C@H](O)[C@@H](C)OCc1ccccc1)OC` gave ERG-DNA inh 7%, 12-LOX inh -2%, Pol iota inh -9% and POLK inh -5%.
For O=CN1CCN(C(=O)C(=O)c2cn(CC(=O)N3CCCCC3)c3ccccc23)CC1 the results were BLM helicase inh -1%, Apoferritin bind -7%, TRHR ag -1.6, ERG-DNA inh -12%, 12-LOX inh 0%, Pol iota inh 28%, POLK inh -4%, POLB inh 45%[activator] and APEX1 inh -5%.
`COCCCNC(=S)N(CCCN(C)C)Cc1cc2cc3c(cc2[nH]c1=O)OCCO3` gave BLM helicase inh -5%, Apoferritin bind 0%, TRHR ag 0.1, ERG-DNA inh -13%, 12-LOX inh -27%, Pol iota inh 26%, POLK inh -2%, POLB inh -1% and APEX1 inh 3%.
`O=C(c1ccc(=O)oc1)N1CCOCC1` gave BLM helicase inh 49%[activator], Apoferritin bind -6%, TRHR ag 0.0, ERG-DNA inh 9%, 12-LOX inh inconclusive, Pol iota inh inconclusive, POLK inh 50µM*, POLB inh 5µM* and APEX1 inh 14µM*.
`O=C(CN1C(=O)/C(=C\c2ccco2)SC1=S)Nc1ccc(O)cc1C(=O)O` gave BLM helicase inh 5%, Apoferritin bind -13%, TRHR ag -1.2, ERG-DNA inh -13%, 12-LOX inh 25µM*, Pol iota inh inconclusive, POLK inh -6%, POLB inh 0.4µM* and APEX1 inh -39%.
Screening CC1CN(S(=O)(=O)c2ccc(C(=O)Nc3nnc(-c4ccc5c(c4)CCCC5)o3)cc2)CC(C)O1 (stereo not drawn) returned BLM helicase inh -6%, Apoferritin bind -7%, TRHR ag -0.6, ERG-DNA inh 3%, 12-LOX inh 1%, Pol iota inh 36%[activator], POLK inh 18%, POLB inh 5% and APEX1 inh -11%.
For Cc1ccc(C(C)C)c(OCC(=O)Nc2cccc(NC(=O)c3ccco3)c2)c1 the results were BLM helicase inh -9%, Apoferritin bind -17%, TRHR ag 0.5, ERG-DNA inh 16%, 12-LOX inh -19%, Pol iota inh -15%, POLK inh -15% and POLB inh -4%.
For Cc1cc(O)c(C(C)C)cc1NC1=NS(=O)(=O)c2ccccc21 the results were BLM helicase inh -3%, Apoferritin bind 0%, TRHR ag -0.2, ERG-DNA inh 1%, 12-LOX inh -17%, Pol iota inh 4%, POLK inh -13%, POLB inh -1% and APEX1 inh -3%.
O=S(=O)(c1ccc(Br)c2ccccc12)N1CCOCC1 was read as BLM helicase inh 2%, Apoferritin bind -15%, TRHR ag -0.7, ERG-DNA inh -7%, 12-LOX inh 0%, Pol iota inh 184%[activator], POLK inh 0%, POLB inh 29% and APEX1 inh -4%.
`C[n+]1cccc2ccc3c(c21)OC(N)=C(C#N)C3c1ccccc1` (stereo not drawn) gave BLM helicase inh 1%, Apoferritin bind -9%, TRHR ag 0.2, ERG-DNA inh 9%, 12-LOX inh 2%, Pol iota inh 18µM*, POLK inh -16%, POLB inh 3% and APEX1 inh 2%.
For Cc1cc(C)nc(-n2ncc3c2CC(c2ccc(C(C)C)cc2)CC3=O)n1 (stereo not drawn) the results were BLM helicase inh 3%, Apoferritin bind 0%, TRHR ag -0.3, ERG-DNA inh 7%, 12-LOX inh 0%, Pol iota inh 19%, POLK inh -6%, POLB inh 14% and APEX1 inh 6%.
Screening O=S1(=O)CCOCCN1Cc1ccc(Cl)cc1Cl returned BLM helicase inh -2%, Apoferritin bind inconclusive, TRHR ag -0.5, POLB inh 37% and APEX1 inh -11%.
`CCNC(=O)CCC(=O)Nc1cc(Cl)ccc1C` gave BLM helicase inh -4%, Apoferritin bind -22%, TRHR ag 0.6, ERG-DNA inh 2%, 12-LOX inh -12%, Pol iota inh 3%, POLK inh 4%, POLB inh 8% and APEX1 inh -2%.
`Cc1ccc(S(=O)(=O)NCC(=O)OCC(=O)Nc2cccc(S(=O)(=O)N3CCOCC3)c2)cc1` gave ERG-DNA inh 8%, 12-LOX inh -9%, Pol iota inh 36%[activator], POLK inh 4% and APEX1 inh -7%.
COc1cccc(C(=O)CC(=O)C(=O)Nc2ccc([N+](=O)[O-])cc2C)c1 was read as BLM helicase inh -6%, Apoferritin bind -14%, TRHR ag -1.2, ERG-DNA inh 5%, 12-LOX inh inconclusive, Pol iota inh 37%[activator], POLK inh -12%[60.1 µM], POLB inh inconclusive and APEX1 inh 8%.
`CCc1cc2c(=O)c(-c3nc4ccccc4n3C)coc2c(CN2CCOCC2)c1O` gave BLM helicase inh 2%, Apoferritin bind 3%, TRHR ag 0.2, ERG-DNA inh -5%, 12-LOX inh 1%, Pol iota inh 62%[activator], POLK inh -7%, POLB inh -1% and APEX1 inh -1%.
Cc1ccc(-n2nc3c(=O)n(CCCC(=O)N4CCC(C)CC4)nc(C)c3c2C)cc1 was read as BLM helicase inh 0%, Apoferritin bind -12%, TRHR ag -0.7, ERG-DNA inh 4%, 12-LOX inh 1%, Pol iota inh -1%, POLK inh 11%, POLB inh 0% and APEX1 inh 37%.

Of the compounds above, two have a nitro group on carbon.
Screening O=C(O)C1CCN(S(=O)(=O)c2ccc(N3CCOCC3)c([N+](=O)[O-])c2)CC1 returned BLM helicase inh 0%, Apoferritin bind -2%, TRHR ag 0.7, ERG-DNA inh -2%, 12-LOX inh 38%[activator], Pol iota inh -17%, POLK inh -9%, POLB inh -14% and APEX1 inh inconclusive.
COc1cccc(C(=O)CC(=O)C(=O)Nc2ccc([N+](=O)[O-])cc2C)c1 was read as BLM helicase inh -6%, Apoferritin bind -14%, TRHR ag -1.2, ERG-DNA inh 5%, 12-LOX inh inconclusive, Pol iota inh 37%[activator], POLK inh -12%[60.1 µM], POLB inh inconclusive and APEX1 inh 8%.

Bioassay records deposited in PubChem by National Center for Advancing Translational Sciences (NCATS).

An excerpt (hit frequency here may not be typical).
